PTAP TSG101 blk = blocks PTAP/TSG101 interaction to inhibit HIV-1 budding | Q99816 | Fluorescence polarization, FITC-PTAP peptide / Tsg101 binding | Potency, µM (top dose mostly 115 µM), inactives show top-dose activity change, negative = inhibition, most hits filed as inhibitors | 340,000 tested, under 10 active | AID 493005; active means well fitted inhibition curve with a large enough effect in the main read-out, with a control signal flat, not every such curve was filed as active; inconclusive means small, poorly fitted or top-dose-only effect, or effect the other way, or a change in a side signal; inactive means no such curve, though single readings can be large or run the other way; further: potency means the concentration at half of the fitted maximal effect; % of control where 0% means no effect
Target sequence (Q99816 whole entry, looked up): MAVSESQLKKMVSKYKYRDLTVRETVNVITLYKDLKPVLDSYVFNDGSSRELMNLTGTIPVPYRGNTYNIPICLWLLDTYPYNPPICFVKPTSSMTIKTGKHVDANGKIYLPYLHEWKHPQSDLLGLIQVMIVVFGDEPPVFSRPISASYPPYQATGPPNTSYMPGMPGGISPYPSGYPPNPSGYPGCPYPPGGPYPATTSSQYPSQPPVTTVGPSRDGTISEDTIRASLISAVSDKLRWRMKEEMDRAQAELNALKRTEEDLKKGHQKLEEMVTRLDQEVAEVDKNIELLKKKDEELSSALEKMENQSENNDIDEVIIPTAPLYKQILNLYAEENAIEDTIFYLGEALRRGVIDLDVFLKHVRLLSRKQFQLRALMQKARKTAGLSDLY
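Tsg101 binding domain (10 uM final) was mixed with compound and a FITC-labeled PTAP peptide (50 nM final) in HEPES pH 7.5 buffer with NaCl, Tween 20, EDTA and TCEP; fluorescence polarization was read after 20 min at r.t.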
FBPA coupling cs = counter-screen for Giardia aldolase inhibitors: coupling enzyme system. coupling enzyme system counterscreen, AmpLite Red fluorescence. activity change, negative = inhibition, % at 58.2 µM, hits read low. 290,000 compounds, 0.67% hits. AID 2472; in the data active means activity change below about -30%; further: on the % scale 0 is the no-effect control and ±100 the full control effect
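Final compound at 57.5 uM, incubated 10 min at RT with coupling enzyme reagent (glyceraldehyde-3-phosphate), then 20 min with substrate and AmpLite Red detection. Fluorescence read at 525/598 nm; tests interference with the coupling assay, not aldolase inhibition.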
Giardia killer = kills Giardia lamblia; activity change, % at 7.66 µM, hits read low; AID 540267; Giardia lamblia trophozoite viability; 340,000 compounds, 0.15% hits; in the data active means activity change below about -80%; inconclusive means between about -30% and that limit;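 further: parasites exposed to compound for two days anaerobically before the ATP read; on the % scale 0 is the no-effect control and ±100 the full control effect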
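Anaerobic 48 hrs incubation at 37 deg C of 100 trophozoites/well with test compounds; ATPLite 1-Step luminescence, 15-30 min RT, reports cellular ATP as viability.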
Chronic BCR inh = inhibitors of chronic active B-cell receptor signaling | 340,000 compounds, 0.05% hits | Potency, µM (titrated, usually from 46.1 µM), without a hit: at the top dose ratio change, negative = lower green/red ratio, actives largely listed as inhibitors | ABC-DLBCL IkBa-CBG/CBR reporter, luminescence ratio, 4 h; active means well fitted inhibition curve with a large enough effect in the signal ratio, with a control signal flat, not every such curve was filed as active; inconclusive means small, poorly fitted or top-dose-only effect, or effect the other way, or a change in a side signal; the % refers to the signal ratio;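 further: potency means the concentration at half of the fitted maximal effect; plate controls were basal doxycycline-induced cells for no effect and cells given 10 µM MG132 for full effect; MG132 reads +100%, hits lower the ratio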
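Doxycycline induced both beetle luciferases in TMD8 lymphoma cells; IKK-driven degradation limits the IkappaBalpha-fused green signal, while red luminescence normalises for cell number and nonspecific effects. Compounds tested up to 46 uM, 4 hrs.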
B2AR arrestin = beta2AR (human) beta-arrestin recruitment activity; P07550; beta-arrestin recruitment to beta2AR, cell-based reporter; Potency, µM (titrated, usually from 46.1 µM), for inactives: at the top dose activation, most hits filed as activators; 330,000 compounds, 0.02% hits; AID 492947;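 further: potency means the concentration at half of the fitted maximal effect; 0% = DMSO controls and full agonism = EC100 isoproterenol or metaproterenol; nearly all actives have a fitted effect of over 65% in size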
GALK inh = inhibitors of human galactokinase. Purified GALK, Kinase-Glo residual ATP luminescence. Potency, µM (series often up to 57.5 µM), for the others: at the top dose activity change, negative = inhibition, actives largely listed as inhibitors. AID 1868. P51570. 270,000 compounds, 0.007% hits; further: potency means the concentration at half of the fitted maximal effect; on the % scale 0 is the no-effect control and ±100 the full control effect
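Quantitative HTS: GALK 5 nM, ATP 35 uM, galactose 100 uM, 1 h room temperature, then luciferase-based ATP detection.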
Tb PFK block = inhibitors of T. brucei phosphofructokinase. AID 485367. Potency, µM (series often up to 57.5 µM), without a hit: top-dose activity, negative = inhibition, usual class: inhibitors. 330,000 compounds, 0.17% hits. T. brucei PFK, ADP-Glo luminescence. O15648;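 further: potency means the concentration at half of the fitted maximal effect; 0% = uninhibited 1x PFK enzyme wells and -100% = no-enzyme wells; nearly all actives have a fitted effect of over 60% in size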
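Luminescent ADP detection (ADP-Glo, two-step: ATP depletion then ADP-to-ATP conversion for luciferase) reported PFK activity after 45 min room-temperature reaction of 1.25 nM enzyme with 0.5 mM F6P and 0.1 mM ATP at pH 8.0.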
PKM2 activator = PKM2 (human) enzyme activation. P14618. purified PKM2, Kinase-Glo ATP luminescence, activation; response scale: 0% is enzyme alone, no compound. Potency, µM (doses to about 57.5 µM), for inactives: at the top dose activation, usual class: activators. 260,000 compounds, 0.34% hits; further: potency means the concentration at half of the fitted maximal effect; on the % scale 0 is the no-effect control and ±100 the full control effect; nearly all actives have a fitted effect of over 55% in size
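Purified hPK-M2 (>95%) run at intermediate activity with 0.1 mM ADP and 0.5 mM PEP in 50 mM imidazole pH 7.2, KCl, MgCl2; 1 h room temperature. ATP formed read by Kinase-Glo luminescence; normalized to uninhibited and no-enzyme controls.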
ASM inhibitor = blocks human secretory acid sphingomyelinase | P17405 | placental ASM, HMU-PC fluorogenic substrate, 60 min | Potency, µM (doses to about 57.5 µM), without a hit: at the highest dose activity change, negative = inhibition, most hits filed as inhibitors | 340,000 compounds, 0.006% hits | AID 504937; further: potency means the concentration at half of the fitted maximal effect
Target sequence (P17405 47-631 limits assumed): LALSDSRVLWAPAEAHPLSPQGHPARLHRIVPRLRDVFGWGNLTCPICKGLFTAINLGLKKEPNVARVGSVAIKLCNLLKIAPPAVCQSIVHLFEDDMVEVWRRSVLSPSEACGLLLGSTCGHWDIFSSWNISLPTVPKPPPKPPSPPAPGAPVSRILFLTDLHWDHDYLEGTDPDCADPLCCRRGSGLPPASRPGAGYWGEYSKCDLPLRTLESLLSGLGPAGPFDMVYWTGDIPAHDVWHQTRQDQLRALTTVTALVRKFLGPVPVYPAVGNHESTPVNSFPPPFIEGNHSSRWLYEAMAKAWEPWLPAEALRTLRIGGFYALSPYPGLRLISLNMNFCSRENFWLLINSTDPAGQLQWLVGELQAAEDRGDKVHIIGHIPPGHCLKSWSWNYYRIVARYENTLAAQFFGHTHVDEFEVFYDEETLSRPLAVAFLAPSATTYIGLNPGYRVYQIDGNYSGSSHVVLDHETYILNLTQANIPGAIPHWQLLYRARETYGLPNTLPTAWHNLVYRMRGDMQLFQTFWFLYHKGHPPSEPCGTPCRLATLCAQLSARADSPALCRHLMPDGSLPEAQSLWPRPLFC
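Steps: dispense placental human ASM, pin compound, wait 10 min at room temperature, add HMU-PC0 substrate at 9 uM final, incubate 60 min at 37 °C, add stop solution raising pH to 10, read fluorescence.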
Menin-MLL TR inh = inhibitors of human menin-MLL interaction, mutant MLL peptide; Menin + Texas Red MLL mutant peptide, fluorescence polarization; Potency, µM (top dose mostly 61.6 µM), for the others: at the top dose FP activity change, negative = inhibition, most hits filed as inhibitors; 270,000 compounds, 0.23% hits; AID 1768; active means well fitted inhibition curve with a large enough effect in the polarisation, with a control signal flat, not every such curve was filed as active; inconclusive means small, poorly fitted or top-dose-only effect, or effect the other way, or a change in a side signal; inactive means no such curve, though single readings can be large or run the other way; the % refers to the polarisation; further: potency means the concentration at half of the fitted maximal effect; % of control where 0% means no effect; many of its hits are not listed in these tables
a7 integrin act = activates integrin-mediated alleviation for muscular dystrophy | alpha7betagal myoblasts, beta-gal FDG fluorescence, 48 h | Potency, µM (series often up to 38.3 µM), for the others: at the top dose activation, most hits filed as activators | 350,000 compounds, 0.064% hits;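 further: potency means the concentration at half of the fitted maximal effect; 100% = response of the positive control SU9516; nearly all actives have a fitted effect of over 60% in size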
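alpha7betagal+/- myoblasts (passage 13, 250/well) treated 48 h at 37C with compounds at 1:260 dilution of DMSO stock. Lysed, then beta-galactosidase activity read as FDG fluorescence (ex 480/em 540) after 30 min, with pre-read for autofluorescence.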
An asterisk follows results filed as active; ? = inconclusive; / = no result given; [ ] = dose if it differs, or a comment. Unless noted, the call rests on the fitted dose curve; in most records, active means well fitted curve in the direction sought with a large enough effect; inconclusive means small, poorly fitted or top-dose-only effect, or another doubt; inactive means no such curve, though single readings can be large; an effect the other way counts as inactive or inconclusive. Only part of the results is shown; rates above refer to the full screens.

SMILES | PTAP TSG101 blk | FBPA coupling cs | Giardia killer | Chronic BCR inh | B2AR arrestin | GALK inh | Tb PFK block | PKM2 activator | ASM inhibitor | Menin-MLL TR inh | a7 integrin act
CC(Cc1ccc(Cl)cc1)N1CCC(n2nccc2NC(=O)C2CCCC2)CC1 (stereo not drawn) | -2% | / | -15 | ? | 0.1% | -2% | 3% | -4% | 4% | / | -42%
Cc1cc2c(=O)n(Cc3ccco3)c(SCC(=O)NCc3ccco3)nc2s1 | 0% | 1 | -2 | 8% | -0.4% | 0% | -18% | 26% | -3% | -17% | -20%
COc1ccc2c(c1)C1=NN(/C(C)=C\C(C)=O)C(c3ccccc3)C1CC2 (stereo not drawn) | 2% | -12 | 4 | 16% | -0.4% | 0% | -2% | -9% | 2% | 6% | -36%
NC(=O)NC(=O)COC(=O)c1ccc2c(c1)C(=O)N(Cc1ccccc1)C2=O | 0% | 3 | -3 | -3% | 0.1% | / | 0% | -3% | -1% | / | 4%
S=C(NCc1ccncc1)Nc1ccc(Cl)cc1 | 1% | -1 | 4 | ? | -1.3% | 2% | -3% | -1% | 0% | -14% | -31%
COc1ccc(CNC(=O)c2cc(S(=O)(=O)N3CCCCC3)ccc2Cl)cc1OC | 1% | / | 23 | -8% | 0.4% | / | -3% | / | -3% | / | -30%
CCOc1ccc(N2C(=O)CC(N3CCN(c4ccccc4OC)CC3)C2=O)cc1 (stereo not drawn) | -3% | -1 | -3 | 5% | -1.1% | 5% | 5% | -1% | 3% | -2% | ?
CC(OC(=O)CNS(=O)(=O)/C=C/c1ccccc1)C(=O)Nc1ccc(S(=O)(=O)N2CCCC2)cc1 (stereo not drawn) | 0% | 0 | 2 | 0% | -0.9% | 0% | -2% | 0% | -5% | 16% | 0%
COc1cc(C(=O)NC(=S)NNC(=O)[C@H]2C[C@@H]2c2ccccc2)cc(OC)c1OC | 3% | 12 | -11 | 0% | 0.5% | -3% | ? | 11% | 0% | / | -18%
COc1ccc(C(=O)OCC(=O)N(C)C2CCS(=O)(=O)C2)cc1Br (stereo not drawn) | 1% | / | 21 | -10% | -0.1% | / | -4% | / | -4% | / | -3%
CCOC(=O)C1CCN(c2cc3c(cc2NC(=O)c2ccc(F)cc2)n(C)c(=O)n3C)CC1 | -2% | / | 8 | -6% | 0.0% | 5% | -5% | / | -3% | / | 0%
Cc1ccc(S(=O)(=O)NC2CC2)cc1[N+](=O)[O-] | -8% | 0 | 17 | 3% | 0.1% | 4% | 0% | -2% | 2% | 0% | 0%
CCN(CC)CCNCc1cc(Cl)ccc1OCc1ccccc1F | 1% | -1 | 2 | 0% | -0.9% | 2% | -1% | -4% | 2% | ? | -34%
COc1ccc(/C=C/C(=O)NC(C)(C)C)cc1S(=O)(=O)N1CCOCC1 | -2% | 0 | 2 | 0% | 0.3% | -2% | 3% | -3% | 1% | 0% | 1%
CCN1C(=O)[C@H]2[C@@H](c3ccc(-c4cccc(Cl)c4)c(OC)c3)N3CCCC[C@@]3(C(=O)OC)[C@H]2C1=O | 3% | / | 3 | 4% | -0.5% | / | 3% | / | -11% | / | -32%
O=C(Nc1ccc2c(c1)OCCO2)c1cccc(Cl)c1 | -1% | -4 | -16 | ? | -2.5% | 2% | -5% | -2% | -7% | 27% | 4%
CCc1c(C(=O)Nc2ccc(OC)cc2)[nH]c(C)c1C(C)=O | -1% | 0 | -15 | 0% | 0.6% | 0% | 5% | 3% | -3% | 15% | 39%
Cc1cccc(COc2ccccc2/C=N/Nc2ccc([N+](=O)[O-])cc2)c1 | 7% | -4 | 3 | 0% | 0.1% | -1% | 5% | 4% | -3% | / | 27%
CCNC(=O)COc1ccc(S(=O)(=O)Nc2ccccc2)cc1 | -11% | 3 | 0 | -19% | 3.9% | 2% | -6% | 24% | 4% | 4% | 22%
OC(COCc1ccccc1)Cn1cnc2ccccc21 (stereo not drawn) | -3% | 0 | -9 | -4% | 0.2% | 2% | -13% | -2% | 4% | -5% | 0%[7.66 µM]
NC(=S)Nc1cccc2cc3ccccc3cc12 | -9% | -9 | 14 | 1% | -0.7% | -4% | 9% | 3% | 176%[activator] | ? | 0%
Cc1ccc(OCCCCNC2CCCCC2)c(C)c1 | 1% | 7 | 3 | -1% | -0.1% | 1% | -11% | -12% | 0% | -28% | -61%[inhibitor]
Cc1ccc(S(=O)(=O)NNC(=O)Nc2ccccc2F)c(C)c1 | -2% | / | -6 | 3% | -0.1% | -11% | 0% | 2% | 0% | / | 28%
CCOC(=O)C1=C(C)NC(SC)=C(C#N)C1CC(C)C (stereo not drawn) | -2% | -6 | 6 | ? | -0.6% | -2% | -5% | -9% | 14% | / | -31%
O=C(NCc1ccc(F)cc1)C1CCCN1S(=O)(=O)c1cccc2nsnc12 (stereo not drawn) | -4% | 0 | -22 | 4% | 0.1% | -1% | 4% | 0%[0.46 µM] | 2% | 9% | 18%
O=C(NCCN1CCOCC1)c1cc(=O)[nH]c2ccc(Br)cc12 | -7% | 0 | 5 | -5% | -0.9% | 0% | -3% | 5% | 3% | -2% | 14%
O=C(c1ccc(F)cc1)N1CCC(C(=O)N(Cc2ccccc2)c2ccccc2)CC1 | -2% | / | 1 | 2% | 0.1% | / | 14% | / | 1% | / | 0%
CCNS(=O)(=O)c1ccc(NS(C)(=O)=O)cc1 | -6% | 6 | -16 | -13% | 0.4% | -1% | 0% | -6% | 6% | -5% | -6%
COC(=O)CCC(=O)OC1(C)C(=O)C2=CN(CC3CC3)C(c3ccc(OC)cc3)=CC2=C(Br)C1=O (stereo not drawn) | -12% | -32* | -15 | 6% | -0.4% | 0% | 1% | 0%[11.5 µM] | 10% | -13%[11.7 µM] | 0%
Cc1ccc(Nc2nc3ccccc3n3cnnc23)cc1Cl | 3% | 3 | 12 | ? | -0.5% | 0% | 0% | / | -11% | ? | 7%
O=c1[nH]c(-c2ccc3c(c2)OCO3)nc2c1sc(=S)n2-c1ccccc1 | 4% | 0 | 3 | ? | -0.3% | -3% | 3% | 6% | 0% | 10% | 9%
CC(C)(C)OC(=O)C[C@H]1C/C=C\C[C@@H](CC(=O)N[C@H](CO)Cc2ccccc2)C(=O)NC[C@@H](c2ccccc2)OC1=O | 0% | / | 18 | 1% | -0.1% | / | 1% | / | 0% | / | 9%
CCC(O)c1c(-c2ccccc2)nn(C)c1Cl (stereo not drawn) | 1% | -1 | 20 | -10% | 0.2% | -2% | -4% | 3% | -1% | -3% | 7%
COc1cccc(/C=N/n2c(CO)nc3ccccc32)c1OC | -1% | 3 | -9 | 5% | 0.0% | 2% | 5% | 0% | -2% | -5%[11.7 µM] | 15%
N#Cc1cnn(-c2ccccc2)c1NC(=O)CN1CCN(c2ccccc2)CC1 | -4% | -3 | 17 | -7% | 0.5% | -2% | 1% | 1% | -5% | / | -11%
Oc1cccc2ccc(/C=C/c3ccccc3Br)nc12 | 0% | -6 | 1 | ? | 5.0% | / | -13% | / | -3% | ? | -55%[inhibitor]
CC(=O)N1CCCc2cc(S(=O)(=O)N(C)Cc3ccccc3)ccc21 | -8% | 1 | -4 | -3% | -0.2% | 0% | -5% | 11% | 7% | ? | 3%
COc1ccc(-c2csc(/C(C#N)=C\c3cccc([N+](=O)[O-])c3)n2)cc1 | / | 8 | / | -15% | -1.2% | 0% | 0% | 0% | / | -7% | /
Cc1ccc(NC(=O)CN2CCC(C(=O)c3ccc(F)cc3)CC2)cc1 | 0% | 2 | -14 | -1% | -0.3% | 4% | 5% | 8% | -1% | -4% | -2%
COC(=O)c1[nH]c2ccc(Br)cc2c1NC(=O)CN1CCCCC1CCO (stereo not drawn) | -6% | 1 | 22 | ? | -0.6% | / | 9% | 4% | -1% | 5% | -25%
O=C(NC1CCCC1)C1(c2ccccc2)CCN(S(=O)(=O)c2ccccc2)CC1 | -7% | -1 | -9 | ? | -0.3% | -3% | -5% | 1% | -1% | 1% | 20%
Clc1ccc(CNCc2cccs2)cc1Cl | -2% | 0 | 1 | ? | -0.6% | / | -20% | -3% | -1% | -7% | 10%
O=C(NCCc1ccccc1)C(=O)NCC(c1ccco1)N1CCOCC1 (stereo not drawn) | 0% | 2 | -6 | -1% | -0.3% | 13% | -4% | 2% | -1% | -4% | -3%
